GLS inhibitor = blocks human kidney-isoform glutaminase activity; AID 624170; GLS enzymatic activity, qHTS titration; 0.21% of 410,000 active; Potency, µM (series often up to 45.5 µM), for the others: top-dose activity change, negative = inhibition, hits mostly inhibitors; O94925; further: potency means the concentration at half of the fitted maximal effect; on the % scale 0 is the no-effect control and ±100 the full control effect
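Read-out is an Amplex red fluorescence increase coupled through glutamate oxidase and HRP, measured before and after 30 min room-temperature incubation. hKGA is in 45 mM KH2PO4 (pH 8.2) with 0.02% Tween-20; glutamine added as 1mM solution.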
Tb PGK inh = T. brucei PGK inhibition; PGK/GAPDH coupled, Kinase-Glo luminescence, 60 min; Potency, µM (top dose mostly 57.5 µM), without a hit: top-dose activity change, negative = inhibition, usual class: inhibitors; 0.043% of 380,000 active; P07378; further: potency means the concentration at half of the fitted maximal effect; on the % scale 0 is the no-effect control and ±100 the full control effect; nearly all actives have a fitted effect of over 60% in size
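Luminescent ATP detection (Kinase-Glo Plus) follows a 60-minute room-temperature incubation, with wells lacking PGK as controls. Buffer: 100 mM TEA (pH 7.6), 5 mM MgCl2, 0.01% Tween-20. Coupling enzyme GAPDH (100 nM final) supplies unstable 1,3-BPG in-well.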
JMJD2A Tudor = inhibitors of human JMJD2A Tudor domain; O75164; Potency, µM (highest dose often 114 µM), for the others: top-dose activity change, negative = inhibition, hits mostly inhibitors; AlphaScreen JMJD2A-Tudor / H3K4me3 peptide binding; 4.4% of 390,000 active; further: potency means the concentration at half of the fitted maximal effect; on the % scale 0 is the no-effect control and ±100 the full control effect; nearly all actives have a fitted effect of over 50% in size
G9a inh = blocks human histone lysine methyltransferase G9a | G9a H3K9 monomethylation, AlphaScreen, 2 h | Potency, µM (titrated, usually from 102 µM), inactives show at the highest dose activity, negative = inhibition, usual class: inhibitors | Q96KQ7 | 8.8% of 350,000 active | AID 504332; further: potency means the concentration at half of the fitted maximal effect; on the % scale 0 is the no-effect control and ±100 the full control effect; nearly all actives have a fitted effect of over 75% in size
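Readings reflect AlphaScreen signal from monomethyl-H3K9 antibody detection. HMT at 20 nM; substrate b-H3K9 500 nM; cofactor SAM 20 uM; 2 h RT reaction; compounds tested as titrations in qHTS with 15 min preincubation.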
POLH inh = inhibitors of human DNA polymerase eta | Potency, µM (top dose mostly 114 µM), for inactives: at the highest dose activity change, negative = inhibition, most hits filed as inhibitors | 1.2% of 390,000 active | Q9Y253 | recombinant Pol eta, fluorescent DNA replication assay; further: potency means the concentration at half of the fitted maximal effect; on the % scale 0 is the no-effect control and ±100 the full control effect
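Pol eta at 10 nM preincubated with compounds 15 min at room temperature; reaction started with fluorescent substrate (50 nM final) and read kinetically at 0 and 10 min.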
BAZ2B block = blocks human BAZ2B | AlphaScreen BAZ2B-H3K14Ac peptide displacement | Potency, µM (series often up to 114 µM), without a hit: top-dose activity change, negative = inhibition, most hits filed as inhibitors | 4.4% of 360,000 active | AID 504333; further: potency means the concentration at half of the fitted maximal effect; on the % scale 0 is the no-effect control and ±100 the full control effect; nearly all actives have a fitted effect of over 60% in size
Target sequence (Q9UIF8 whole entry, looked up): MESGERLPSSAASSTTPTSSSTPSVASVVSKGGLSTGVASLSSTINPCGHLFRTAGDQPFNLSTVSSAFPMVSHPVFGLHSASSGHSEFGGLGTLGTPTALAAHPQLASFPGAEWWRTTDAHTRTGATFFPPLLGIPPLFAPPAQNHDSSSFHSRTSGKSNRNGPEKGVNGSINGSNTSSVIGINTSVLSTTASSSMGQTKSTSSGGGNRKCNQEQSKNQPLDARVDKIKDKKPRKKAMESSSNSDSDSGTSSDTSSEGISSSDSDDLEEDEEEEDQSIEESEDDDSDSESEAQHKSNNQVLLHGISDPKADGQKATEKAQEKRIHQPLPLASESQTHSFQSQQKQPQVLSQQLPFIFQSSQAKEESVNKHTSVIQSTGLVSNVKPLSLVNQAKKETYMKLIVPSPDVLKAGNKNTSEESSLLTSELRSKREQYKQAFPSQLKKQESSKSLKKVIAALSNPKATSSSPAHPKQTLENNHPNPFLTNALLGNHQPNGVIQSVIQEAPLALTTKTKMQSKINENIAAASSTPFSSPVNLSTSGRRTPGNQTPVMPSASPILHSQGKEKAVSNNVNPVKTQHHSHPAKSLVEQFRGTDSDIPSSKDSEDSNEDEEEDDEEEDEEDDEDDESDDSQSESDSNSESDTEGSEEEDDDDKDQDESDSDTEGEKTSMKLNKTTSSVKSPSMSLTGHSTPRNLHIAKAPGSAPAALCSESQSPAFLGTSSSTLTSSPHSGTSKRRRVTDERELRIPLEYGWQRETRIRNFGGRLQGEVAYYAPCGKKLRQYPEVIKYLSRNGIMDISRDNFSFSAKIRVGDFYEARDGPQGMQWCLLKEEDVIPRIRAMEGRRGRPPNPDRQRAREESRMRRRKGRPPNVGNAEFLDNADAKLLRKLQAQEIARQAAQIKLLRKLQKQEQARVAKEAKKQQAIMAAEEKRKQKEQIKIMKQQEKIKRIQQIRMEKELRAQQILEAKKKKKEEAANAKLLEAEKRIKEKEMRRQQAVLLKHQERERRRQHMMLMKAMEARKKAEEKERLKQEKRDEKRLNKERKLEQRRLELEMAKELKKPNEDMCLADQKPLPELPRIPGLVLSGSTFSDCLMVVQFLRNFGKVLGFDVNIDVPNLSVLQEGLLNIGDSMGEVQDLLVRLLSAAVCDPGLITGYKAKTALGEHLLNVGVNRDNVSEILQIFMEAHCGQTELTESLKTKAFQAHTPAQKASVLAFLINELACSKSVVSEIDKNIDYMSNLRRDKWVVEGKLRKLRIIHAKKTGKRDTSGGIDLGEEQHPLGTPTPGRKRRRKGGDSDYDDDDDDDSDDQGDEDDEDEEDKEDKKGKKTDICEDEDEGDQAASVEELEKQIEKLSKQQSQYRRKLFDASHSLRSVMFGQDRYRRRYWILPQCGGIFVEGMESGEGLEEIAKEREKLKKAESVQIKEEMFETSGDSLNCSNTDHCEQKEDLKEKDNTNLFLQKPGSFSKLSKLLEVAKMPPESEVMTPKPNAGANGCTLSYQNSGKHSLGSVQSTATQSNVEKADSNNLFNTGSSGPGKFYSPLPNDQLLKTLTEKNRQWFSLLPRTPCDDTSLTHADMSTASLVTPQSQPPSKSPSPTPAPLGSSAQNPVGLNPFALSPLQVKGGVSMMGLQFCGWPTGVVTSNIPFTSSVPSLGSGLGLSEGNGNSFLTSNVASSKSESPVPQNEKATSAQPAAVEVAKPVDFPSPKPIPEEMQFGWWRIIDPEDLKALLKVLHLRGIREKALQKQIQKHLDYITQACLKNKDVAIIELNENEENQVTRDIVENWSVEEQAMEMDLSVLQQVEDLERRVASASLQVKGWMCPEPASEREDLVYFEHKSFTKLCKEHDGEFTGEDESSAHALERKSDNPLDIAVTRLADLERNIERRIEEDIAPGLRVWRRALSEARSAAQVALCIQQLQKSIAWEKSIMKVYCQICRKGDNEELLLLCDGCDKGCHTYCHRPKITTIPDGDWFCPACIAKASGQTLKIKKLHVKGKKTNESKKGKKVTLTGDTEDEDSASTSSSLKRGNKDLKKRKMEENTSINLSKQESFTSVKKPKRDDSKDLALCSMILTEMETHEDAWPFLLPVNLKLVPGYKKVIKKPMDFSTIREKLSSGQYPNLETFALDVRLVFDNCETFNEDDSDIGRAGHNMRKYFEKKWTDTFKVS
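Complex of BAZ2B and biotin-H3K14Ac (50 nM apiece) forms over 30 min at RT, then faces library compounds up to 110 uM for another 30 min; AlphaScreen beads added, 20 min dark incubation, luminescence read.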
PI4K2A block = inhibitors of human PI4K2A | Q9BTU6 | purified PI4K2A, ADP-Glo luminescence, 1 h; active compounds read low | activity change, negative = inhibition, % at 76.9 µM | 0.13% of 420,000 active | AID 1346378; in the data active means activity change below about -50%; inconclusive means mostly about -30% to -49%;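 further: -100% = wells without enzyme as full effect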
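ADP-Glo luminescence measured ADP generated by PI4K2A enzyme (4 ug/mL before mixing) with 1.2 mM PI substrate (pre-mix) and 300 microM ATP (pre-mix). Tris pH7.5 buffer with MgCl2, Triton X-100; 1 h reaction at ambient temperature.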
Pin1 inhibitor = inhibitors of human Pin1; Pin1 FP peptide displacement, HiFluor488, 10 min; Potency, µM (doses to about 115 µM), for inactives: at the highest dose activity, negative = inhibition, usual class: inhibitors; 0.009% of 390,000 active; AID 504891; active means well fitted inhibition curve with a large enough effect in the polarisation, with a control signal flat, not every such curve was filed as active; inconclusive means small, poorly fitted or top-dose-only effect, or effect the other way, or a change in a side signal; inactive means no such curve, though single readings can be large or run the other way; the % refers to the polarisation; further: potency means the concentration at half of the fitted maximal effect; on the % scale 0 is the no-effect control and ±100 the full control effect
HP1b chromo inh = inhibitors of HP1-beta chromodomain binding to methylated histone tails. P83916. AlphaScreen HP1-beta / biotin-H3K9me3 peptide binding. Potency, µM (titrated, usually from 114 µM), without a hit: top-dose activity change, negative = inhibition, actives largely listed as inhibitors. 0.56% of 390,000 active; further: potency means the concentration at half of the fitted maximal effect; nearly all actives have a fitted effect of over 70% in size; inactives centre near 23
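HP1-beta protein (50 nM final) preincubated 30 min at room temperature with biotinylated H3(1-18)K9me3 peptide (50 nM) in PBS pH 7.4, 0.01% Tween-20, then compound added for 30 min. AlphaScreen streptavidin donor/nickel chelate acceptor beads (10 ug/mL final), 30 min dark, luminescence read.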
Numbers without * were called inactive; i = inactive; u = inconclusive; x = not tested or not shown; & = joins results of further samples; [ ] = dose if it differs, or a comment. Unless noted, the call rests on the fitted dose curve; in most records, active means well fitted curve in the direction sought with a large enough effect; inconclusive means small, poorly fitted or top-dose-only effect, or another doubt; inactive means no such curve, though single readings can be large; an effect the other way counts as inactive or inconclusive. An excerpt; count on the stated rates, not on these rows.

compound,GLS inhibitor,Tb PGK inh,JMJD2A Tudor,G9a inh,POLH inh,BAZ2B block,PI4K2A block,Pin1 inhibitor,HP1b chromo inh
COc1ccc(C(=O)NCCCNC(=O)c2cnccn2)cc1,0%,4%,-7%,17%,-3%,2%,-5,-12%,1%
COc1ccc(N2CCN(C(=O)[C@H](C)N3C(=O)C4CC=CCC4C3=O)CC2)cc1 (stereo not given in full),10%,2%,-6%,x,-3%,x,-7,5%,9%[57 µM]
O=C(CCN1C(=O)/C(=C/c2cccs2)SC1=S)Nc1ccc(O)cc1,0%,-4%,-1%,-8%,-18%,-3%,-3,u,14%
N#Cc1c2c(c(Nc3ccc(O)cc3)n3c1nc1ccccc13)CCC2,0%,-2%,-19%,1.3µM*,-3%,-33%,-3,13%,24%
COc1cc(-c2nc3ccccc3nc2-c2ccc(O)c(OC)c2)ccc1O,-9%,-5%,-29%,x,-1%,-9%,-1,0%,3%
CCOC(=O)C1=C(N)OC2=C(C(=O)CCC2)C1c1cccnc1 (stereo not given),7%,-2%,-7%,u,-8%,6%,-4,0%,33%
O=C(NCc1ccco1)C12CC3CC(C1)CC(C(=O)NCc1ccco1)(C3)C2,1%,-10%,-25%,u,5%,-1%,-2,14%,11%
COc1ccc(S(=O)(=O)N2CCN(C(=O)c3cccc(S(=O)(=O)N4CCCC4)c3)CC2)cc1,8%,-5%,x,x,-5%,x,-2,x,x
CC(C)NC(=O)CSc1nc2ccccc2c(=O)n1CCCOC(C)C,-3%,-9%,-6%,-5%[59 µM],-11%,8%,0,4%,25%
COC(=O)c1cc2sccc2n1Cc1nc(-c2cccc(Cl)c2)oc1C,2%&4%,-5%&0%,7%&-3%,-15%[59 µM],-8%&-10%,-7%&6%,-2&5,0%&-1%,42%&44%[activator]
COc1ccc(NC(=O)C2CCCN(S(C)(=O)=O)C2)c(OC)c1 (stereo not given),6%,7%,-14%,28%,-11%,0%,3,4%,56%[activator]
O=C(NCCCN1CCCC1=O)Nc1ccccc1Cl,6%,-6%,-25%,x,-11%,0%,-3,-11%,37%
O=C(NC1=NCCCCC1)c1cccc2ccccc12,6%,-1%,-13%,1%,-7%,-5%,5,-1%,4%
NC1=NC(=O)/C(=C\c2ccc(-c3ccc(Cl)cc3)o2)S1,2%,2%,-16%,u,-2%,-8%,-1,u,22%
CC(C)C(NC(=O)c1ccc(F)cc1)C(=O)N1CCC1 (stereo not given),0%,-2%,-5%,1%[59 µM],-10%,-7%,1,-7%,50%[activator]
CCCCn1c(N)c(N(CCC(C)C)C(=O)c2c(C)noc2C)c(=O)[nH]c1=O,4%,6%,-12%,-46%,-13%,-3%,2,2%,21%
Cc1cc(Nc2ccc(Br)cc2F)n2ncnc2n1,-1%,3%,-11%,-15%,-17%,-2%,-5,0%,64%[activator]
CCc1ccccc1NC(=O)C1CCN(S(=O)(=O)c2cn(C)cn2)CC1,1%,i,2%,3%[12.7 µM],-9%,-10%,2,0%,25%
COc1ccccc1/C=c1\sc2nc(-c3ccco3)nn2c1=O,-4%,u,18µM*,20µM*,8.9µM*,35µM*,89,u,50µM*
Cc1cc(-c2ccccc2)nc(N(C)NC(=O)C(C)(C)C)c1S(C)(=O)=O,4%,-2%,-9%,-12%[12.7 µM],-5%,-3%,2,-2%,-1%
CCCCCC(O)(CCN1CCCCC1)c1ccc(OCC)cc1 (stereo not given),-11%,0%,40µM*,15%[59 µM],-4%,-16%,4,-3%,9%
CCOC(=O)CCC(NC(=O)c1ccccc1C(=O)NC(CCC(=O)OCC)C(=O)OCC)C(=O)OCC (stereo not given),0%,0%,1%,4%,-7%,-4%,1,1%,31%
COc1ccc(N2CCN(C(=O)CCCCn3c(=O)[nH]c4ccsc4c3=O)CC2)cc1,45%&13%[activator],0%&2%,-6%&-22%,u,-3%&-8%,u,-12&1,0%&-9%,28%&12%
CCOC(=O)Cc1cnc(NC(=O)CSc2nc3ncnc(N)c3[nH]2)s1,0%,3%,5%,-13%,-17%,-1%,-7,-1%,40%[activator]
CCC(=O)C1CCCN(C(=O)CCc2nnc(-c3ccc4c(c3)OCO4)o2)C1 (stereo not given),-13%,i,-18%,16%,-7%,u,-3,-11%,66%[activator]
Nc1nccnc1C(=O)OCc1nc2sc3c(c2c(=O)[nH]1)CCCC3,1%,-2%,-29%,9%[0.501 µM],-12%,-8%,5,28%,13%
CCc1ccc(NC(=O)CSc2ccc(-c3cccs3)nn2)cc1,3%,i,-12%,-6%[59 µM],-15%,-5%,2,0%,6%
Cc1cccc2sc(NC(=O)CSc3nnnn3C)nc12,2%,-4%,-6%,x,-6%,u,-2,0%,34%
COc1ccc(/C=C2\CCCC3C2=NN(C(=O)COC(=O)CNC(=O)c2ccccc2)C3c2ccc(OC)cc2)cc1 (stereo not given),3%,1%,-20%,-31%[59 µM],-3%,-3%,0,8%,-2%
O=C1CC(C(=O)Nc2cccc(Cl)c2)n2ncnc2N1 (stereo not given),0%,i,-10%,-3%,-9%,-14%,9,-2%,34%

Some of the entries so far, with values ahead of the structure.
| GLS inhibitor | Tb PGK inh | JMJD2A Tudor | G9a inh | POLH inh | BAZ2B block | PI4K2A block | Pin1 inhibitor | HP1b chromo inh | structure |
| --- | --- | --- | --- | --- | --- | --- | --- | --- | --- |
| -9% | -5% | -29% | x | -1% | -9% | -1 | 0% | 3% | COc1cc(-c2nc3ccccc3nc2-c2ccc(O)c(OC)c2)ccc1O |
| 2%&4% | -5%&0% | 7%&-3% | -15%[59 µM] | -8%&-10% | -7%&6% | -2&5 | 0%&-1% | 42%&44%[activator] | COC(=O)c1cc2sccc2n1Cc1nc(-c2cccc(Cl)c2)oc1C |

The main list resumes with the 2 entries that preceded the break.
compound,GLS inhibitor,Tb PGK inh,JMJD2A Tudor,G9a inh,POLH inh,BAZ2B block,PI4K2A block,Pin1 inhibitor,HP1b chromo inh
COc1ccc(/C=C2\CCCC3C2=NN(C(=O)COC(=O)CNC(=O)c2ccccc2)C3c2ccc(OC)cc2)cc1 (stereo not given),3%,1%,-20%,-31%[59 µM],-3%,-3%,0,8%,-2%
O=C1CC(C(=O)Nc2cccc(Cl)c2)n2ncnc2N1 (stereo not given),0%,i,-10%,-3%,-9%,-14%,9,-2%,34%
Cc1ccc(C)c(C2C(C#N)=C(N)Oc3cc(C)oc(=O)c32)c1 (stereo not given),21%,3%,-1%,-11%,-12%,-4%,2,4%,26%
O=S(=O)(c1ccc(Cl)s1)N1CCC(Cc2ccccc2)CC1,0%,-8%,51%[activator],58%[activator],-7%,45%[activator],-1,12%,116%[activator]
COC(=O)c1sc2nc3c(c(-c4cccs4)c2c1N)CCCC3,0%,-5%,44%[activator],60%[activator],-19%,38%[activator],3,1%,238%[activator]
O=C(c1cn(-c2ccccc2)nc1-c1cccc([N+](=O)[O-])c1)N1CCCCC1,1%,-3%,-30%,x,-16%,u,-9,2%,11%
C/C(N)=C(/C#N)C(=O)COC(=O)c1cc(-c2cccc3ccccc23)nc2ccccc12,-1%,-3%,-3%,u,-20%,-38%,2,6%,61%[activator]
N#Cc1ccsc1NC(=O)CN1CCCCC1,23%,-5%,-22%,-24%,2%,40%[activator],-7,2%,9%
Fc1ccc(CCNc2ncnc3[nH]ncc23)cc1,0%,-8%,1%,x,-8%,x,2,-7%,23%
COc1ccc(CCN2C(=O)c3[nH]nc(-c4ccccc4O)c3C2c2ccc(O)c(OC)c2)cc1 (stereo not given),5%,-2%,-12%,4%[59 µM],-17%,-15%,2,4%,50%[activator]
Nc1ccc(-c2ccc(N)c([N+](=O)[O-])c2)cc1[N+](=O)[O-],2%,-16%,-25%,71µM*,-8%,-3%,-3,6%,-2%
CCCNC(=O)CSc1nnc(-c2ccco2)n1C,u,-3%,u,-3%,3%,9%,0,0%,-8%

Molecules from the list above containing a nitro group on carbon, in the order listed:
compound,GLS inhibitor,Tb PGK inh,JMJD2A Tudor,G9a inh,POLH inh,BAZ2B block,PI4K2A block,Pin1 inhibitor,HP1b chromo inh
O=C(c1cn(-c2ccccc2)nc1-c1cccc([N+](=O)[O-])c1)N1CCCCC1,1%,-3%,-30%,x,-16%,u,-9,2%,11%
Nc1ccc(-c2ccc(N)c([N+](=O)[O-])c2)cc1[N+](=O)[O-],2%,-16%,-25%,71µM*,-8%,-3%,-3,6%,-2%
